mIAP act – mouse IAP activation; activation factor at 10 µM; muIAP, CDP-Star luminescence, 30 min; hits give high values; 1 = vehicle-only enzyme signal, 0 = enzyme-free wells; 0.24% of 330,000 active; AID 2805;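 active = activation factor of at least 2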; also: the source names both 10 and 20 µM as test concentration; values of inactives mirror those of a sister screen read the other way
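System: Mouse IAP enzyme | Also added: CDP-Star substrate | Dosing: Compounds dispensed in DMSO | Schedule: 30 min enzyme-substrate-compound incubation at room temperature | Technique: Chemiluminescence readout | Control set: DMSO-only wells and no-enzyme negative control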
TIM10 inh – TIM10 yeast growth inhibition; S. cerevisiae TIM10 strain growth, BacTiter-Glo luminescence, 24 h; inhibition, % at 10 µM; 1.4% of 330,000 active;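 active = inhibition of 40% or more at the single tested concentration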;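 also: wild-type TIM10 isogenic control strain grown at permissive 25 °C; 0% = DMSO yeast wells and 100% = minimal medium wells without yeast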
tim10-1 inh – growth inhibitors of tim10-1 mutant yeast | S. cerevisiae tim10-1 ts strain growth, BacTiter-Glo, 24 h | inhibition, % at 20 µM | AID 463190 | 2.2% of 330,000 active;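 active = inhibition of at least 40%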;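 also: mutant grown at 25 °C; 0% = DMSO wells with yeast and 100% = wells holding no yeast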
NLRP3 yeast inh – inhibitors of NALP3 inflammasome in yeast | Yeast reconstituted NLRP3/ASC/caspase-1, beta-gal luminescence, 24 h | inhibition, % at 10 µM | 0.39% of 330,000 active | AID 2825;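 active = inhibition of 50% or more; inactive = inhibition below 50%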;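 also: plate controls were induced DMSO wells for no effect and uninduced yeast grown without galactose for full effect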
A3A deaminase – inhibitors of human APOBEC3A DNA deaminase. P31941. recombinant A3A, FAM/TAMRA ssDNA deamination fluorescence. inhibition, % at 20 µM. 0.41% of 330,000 active;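 active = at least 40% inhibition at 20 µM here, with at most 30% in a related deaminase screen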;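 also: plate controls were A3A with DMSO for no effect and wells lacking A3A enzyme for full effect; some results filed as inactive read as strong as hits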
Target sequence (P31941 whole entry, looked up): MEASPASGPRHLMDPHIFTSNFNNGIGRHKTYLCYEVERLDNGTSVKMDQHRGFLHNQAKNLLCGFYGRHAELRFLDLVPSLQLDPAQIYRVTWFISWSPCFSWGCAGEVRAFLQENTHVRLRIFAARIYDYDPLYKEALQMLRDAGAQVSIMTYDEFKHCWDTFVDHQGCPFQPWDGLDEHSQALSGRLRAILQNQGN
hIAP block – human IAP inhibition. purified IAP, CDP-Star luminescence, 30 min. inhibition, % at 10 µM. 0.12% of 330,000 active;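 active = inhibition reaching a set limit with compound at 10 µM in the primary screen, cut at about 35% in these data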;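 also: plate controls were DMSO wells with enzyme for no effect and no-enzyme buffer wells for full effect; values of inactives mirror those of a sister screen read the other way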
Target sequence (P09923 whole entry, looked up): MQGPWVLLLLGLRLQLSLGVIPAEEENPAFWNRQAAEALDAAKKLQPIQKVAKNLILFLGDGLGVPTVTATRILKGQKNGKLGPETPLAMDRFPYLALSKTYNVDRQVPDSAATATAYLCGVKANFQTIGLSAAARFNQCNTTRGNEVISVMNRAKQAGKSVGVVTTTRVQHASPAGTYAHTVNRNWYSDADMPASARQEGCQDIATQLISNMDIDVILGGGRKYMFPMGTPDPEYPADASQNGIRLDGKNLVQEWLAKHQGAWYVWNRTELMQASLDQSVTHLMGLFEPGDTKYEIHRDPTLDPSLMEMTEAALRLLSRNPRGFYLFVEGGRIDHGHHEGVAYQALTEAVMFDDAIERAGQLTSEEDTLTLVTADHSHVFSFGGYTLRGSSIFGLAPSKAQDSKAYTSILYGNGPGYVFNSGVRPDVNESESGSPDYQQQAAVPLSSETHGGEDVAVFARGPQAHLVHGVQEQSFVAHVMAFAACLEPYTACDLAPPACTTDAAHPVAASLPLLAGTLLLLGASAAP
APOBEC3G inh – inhibitors of human APOBEC3G DNA deaminase | Q9HC16 | recombinant A3G, ssDNA deamination FAM/TAMRA fluorescence | inhibition, % at 20 µM | 0.28% of 330,000 active;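 active = inhibition of at least 40% at 20 µM, with no more than 30% in the related APOBEC3A deaminase screen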;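 also: plate controls were DMSO wells with A3G for no effect and wells lacking A3G enzyme for full effect; some compounds called inactive have numbers as strong as hits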
MIN6 prolif – induces beta-cell replication in MIN6 cells | MIN6 cells proliferation, ATPlite luminescence, 48 h; cells starved in 0.2% serum; 100% = growth in 10% serum | 0.29% of 330,000 active | proliferation, % at 10 µM;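 active = compounds whose signal lies at least 3.5 SD above the mean of all wells on their plate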;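 also: 0% = DMSO-treated cells in low-serum medium and 100% = 10% serum control; some compounds called inactive have numbers as strong as hits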
mIAP inh – blocks mouse intestinal alkaline phosphatase | purified mouse IAP, CDP-Star luminescence, 30 min | inhibition, % at 10 µM | 0.2% of 330,000 active;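 active = inhibition of at least 40% at 10 µM in the primary screen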;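 also: plate controls were DMSO with enzyme for no effect and no enzyme wells for full effect; values of inactives mirror those of a sister screen read the other way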
An asterisk follows results filed as active.

SMILES	mIAP act	TIM10 inh	tim10-1 inh	NLRP3 yeast inh	A3A deaminase	hIAP block	APOBEC3G inh	MIN6 prolif	mIAP inh
N#C/C(=C\c1ccc[nH]1)C(=O)NC1CC1	1.05	-13.2	0.8	1.8	1.1	-7.6	-2.9	2.5	-4.9
O=S(=O)(Cc1ccccc1)Oc1ccccc1	1.03	-11.5	6.6	-2.3	-1.5	-6.9	-1.3	-2.1	-3.2
COc1ccc(CNC(=O)c2cc3c(s2)CN(Cc2ccccc2)C3)cc1	1.07	-10.4	24.5	7.4	-9.3	-21.4	-3.9	-2.8	-7.4
COc1cccc(N2[C@@H](CC(C)=O)c3ccccc3S2(=O)=O)c1	1.01	1.8	9.0	11.2	-2.0	2.5	-1.4	4.8	-0.6
Cc1onc(-c2ccccc2)c1C(=O)Nc1sc2c(c1C(N)=O)CCC2	0.883	12.9	46.5*	-3.7	0.1	-11.1	-3.3	0.5	11.7
O=C(CSc1nc2ccccc2c(=O)n1Cc1ccc(C(=O)NC2CC2)cc1)NCc1ccco1	1.04	-10.2	20.1	22.3	0.2	-21.8	-2.6	-2.3	-3.9
O=C(NCCCO)/C(=C\C=C\c1ccccc1)NC(=O)c1ccccc1Cl	1.02	4.0	-5.2	15.5	-0.5	5.3	-5.2	0.4	-2.3
O=C(c1cnc(Cl)c(Cl)c1)N1CCN(S(=O)(=O)c2ccc3ccccc3c2)CC1	0.984	24.9	27.7	18.1	2.7	-27.0	-4.0	-4.8	1.6
CSCCC(NC(=O)c1ccccc1Cl)C(=O)N1CCN(c2ccccn2)CC1 (stereo not drawn)	0.922	4.5	18.9	6.3	-5.2	-25.3	-10.7	1.4	7.8
CC(=O)Nc1ccc(-c2csc(N/N=C(/C)c3ccccc3)n2)cc1	0.871	21.9	37.9	29.7	-0.6	11.7	-2.8	-2.1	12.9
COc1ccc(CCNC(=O)C2CCCN2C(=O)Nc2cccc(C(C)=O)c2)cc1OC (stereo not drawn)	1.04	-0.6	6.9	13.9	-0.1	30.6	0.2	-1.1	-4.1
CN(C)CCCNc1ccc(-c2cc(Nc3cccc(Cl)c3)ncn2)cn1	1.04	1.7	0.4	8.1	-0.1	-0.4	0.8	-7.8	-3.6
CN(C)CCCN(C(=O)COc1ccc(Cl)cc1)c1nc2ccc(F)cc2s1	0.907	11.4	12.0	13.0	2.6	1.4	1.0	-0.6	9.3
COc1ccc(C(C)(C)NC(=O)C2CCC(=O)N(CCCN3CCCC3=O)C2)cc1 (stereo not drawn)	0.989	6.7	13.0	3.8	-3.2	-2.2	-5.7	-5.4	1.1
CCc1nnc(NC(=O)C(C)N2C(=O)C3C4C=CC(C4)C3C2=O)s1 (stereo not drawn)	1.05	-15.1	13.8	-2.2	-6.3	9.4	-7.5	-4.2	-5.2
COc1ccc(CC(=O)n2[nH]c(=O)cc(C)c2=O)cc1OC	0.988	10.6	2.4	9.5	-4.7	-7.8	-7.6	-3.4	1.2
O=C(COc1ccccc1Br)NC(=O)NC1CCCC1	1	9.7	17.8	5.8	3.5	-7.5	-3.0	0.1	-0.2
CS(=O)(=O)N(Cc1ccc(Cl)cc1)c1ccc(C(=O)NCc2ccccn2)cc1	1.08	16.1	7.8	8.9	0.1	11.5	-0.1	-1.1	-7.8
CCCCCn1c(CN2CCN(CCO)CC2)nc2c1c(=O)n(C)c(=O)n2C	1.05	-8.4	-3.7	2.9	1.4	-6.1	-0.1	1.1	-4.8
CCCc1[nH][nH]c(=O)c1C(c1ccccc1)C(C#N)C#N (stereo not drawn)	0.978	26.9	20.3	14.2	-2.3	10.8	-0.6	-2.0	2.2
O=C(NC1CC(=O)N(c2ccc3c(c2)OCCO3)C1)N1CCC(O)CC1 (stereo not drawn)	0.918	5.8	7.7	16.5	-2.6	-13.1	-8.3	0.4	8.2
O=C(NC1CC1)C1=C[C@@H](c2c[nH]c3ccccc23)C[C@@H](OCc2ccc(CO)cc2)O1	0.977	8.2	-20.5	16.9	-1.0	-3.3	-5.8	-2.2	2.3
COC(C[C@H](O)CC(=O)[C@@H](C)OCc1ccccc1)OC	0.933	8.4	8.0	11.7	0.8	3.4	-1.6	-2.6	6.7
CCOC(=O)CSc1n[nH]c(NC(=O)CC)n1	0.972	4.4	5.9	5.6	0.2	6.1	-3.8	0.3	2.8
CCC(Oc1ccccc1)C(=O)N(C)CC(=O)N(CC(C)C)c1c(N)n(CC(C)C)c(=O)[nH]c1=O (stereo not drawn)	1.08	6.2	6.0	7.0	0.9	-15.9	-6.1	-0.9	-7.8
Cc1nc2c3ccccc3nc(NNC(=O)CCC(=O)NCCN3CCN(c4ccccc4)CC3)n2n1	0.899	-16.8	5.6	42.8	-3.7	-130.0	-4.4	7.4	10.1
COc1ccccc1NC(=S)N1CCC(NC(=O)C23CC4CC(CC(C4)C2)C3)CC1	0.977	9.9	-0.3	9.1	-5.4	-1.0	-12.0	-2.0	2.3
Cc1ccc(NC(=O)CN(C)C(=O)/C=C/c2cccs2)cc1	1.11	-22.2	8.5	9.9	0.9	13.4	-8.7	0.0	-11.3
O=C(/C=C/c1ccccc1)N/C(=C/c1ccccc1)C(=O)Nc1ccccc1O	1.05	11.6	32.3	9.0	-0.3	-11.9	-1.9	-4.1	-5.3
O=C(NCCc1ccc(C(F)(F)F)cc1)C1CCC(=O)N(CCCc2ccccc2)C1 (stereo not drawn)	1.04	18.8	11.5	6.4	-1.8	8.2	11.1	-4.5	-4.1
O=C1CCN(c2ncccc2[N+](=O)[O-])CC1	0.992	10.7	0.0	-0.7	-3.7	-2.0	-5.5	0.5	0.8
Cc1cccc(NC(=O)CCS(=O)(=O)c2ccccc2)c1	1.02	-8.9	3.3	8.1	-0.1	8.3	-6.1	-5.2	-2.3
Cc1ccc(-n2nnnc2SCC(=O)NC2CCS(=O)(=O)C2)c(C)c1 (stereo not drawn)	1.03	-15.9	-23.5	0.9	-2.8	-2.3	-8.2	-0.9	-2.8
Cc1cccc(N2CCN(C(=O)CCC(=O)N3CC(C)Oc4ccc(C)cc43)CC2C)c1 (stereo not drawn)	0.951	1.5	3.2	20.5	-1.8	11.0	-0.6	-5.8	4.9
CCOC(=O)c1cc(C(=O)OCC)c(=O)[nH]c1C	1.04	-4.5	-10.4	7.6	-0.8	4.9	-10.3	-2.1	-3.9
N#Cc1ccc(Cn2ccnc2C(=O)Nc2ccccc2)cc1	1.03	25.7	57.0*	-72.2	-1.6	-23.7	-8.1	0.7	-2.9
COCCn1c(=S)[nH]c2sc3c(c2c1=O)CCC(C)C3 (stereo not drawn)	1.04	5.3	11.6	3.3	-1.6	-9.3	1.3	-2.3	-4.1
COC(=O)c1c(C)n(-c2ccccc2)c2ccc(O)cc12	0.955	20.0	31.8	23.7	2.4	-11.0	-3.8	1.0	4.5
CC(NCc1ccc(S(N)(=O)=O)cc1)C(=O)Nc1cccc(Cl)c1 (stereo not drawn)	0.945	-0.6	-10.1	2.6	2.0	3.0	-3.2	-0.5	5.5
Cc1ccc(C(=O)Nc2ccc(C(=O)N/N=C/c3ccccn3)cc2)cc1	0.91	-13.0	10.0	13.7	0.5	-11.0	-8.5	0.2	9.0

A draw from above in order of formula weight, rising:
SMILES	mIAP act	TIM10 inh	tim10-1 inh	NLRP3 yeast inh	A3A deaminase	hIAP block	APOBEC3G inh	MIN6 prolif	mIAP inh
Cc1cccc(NC(=O)CCS(=O)(=O)c2ccccc2)c1	1.02	-8.9	3.3	8.1	-0.1	8.3	-6.1	-5.2	-2.3
Cc1ccc(NC(=O)CN(C)C(=O)/C=C/c2cccs2)cc1	1.11	-22.2	8.5	9.9	0.9	13.4	-8.7	0.0	-11.3
Cc1nc2c3ccccc3nc(NNC(=O)CCC(=O)NCCN3CCN(c4ccccc4)CC3)n2n1	0.899	-16.8	5.6	42.8	-3.7	-130.0	-4.4	7.4	10.1

More results
SMILES	mIAP act	TIM10 inh	tim10-1 inh	NLRP3 yeast inh	A3A deaminase	hIAP block	APOBEC3G inh	MIN6 prolif	mIAP inh
C/C(=N\NC(=O)Cc1cccn1C)c1ccc([N+](=O)[O-])cc1	0.954	-1.3	1.8	5.2	-0.3	-4.4	-3.0	0.1	4.6
S=C(NC12CC3CC(CC(C3)C1)C2)N1CCCC1	1.02	16.0	25.1	-1.4	-6.3	-2.6	-12.5	2.3	-2.0
COc1ccc(CC(=O)NCC2CCCN(Cc3cc(OC)cc(OC)c3)C2)cc1 (stereo not drawn)	0.816	-3.4	17.1	16.0	-0.5	-31.8	1.7	-2.0	18.4
CCC(CC)C(=O)Nc1ccc(C)cc1O	0.981	6.6	-4.6	-13.2	4.3	2.4	-1.7	-0.4	1.9
CC(C)OC(=O)c1cc(C(=O)c2cc(Cl)ccc2O)coc1=N	0.892	6.5	8.3	9.7	-0.8	-4.5	-2.2	2.9	10.8
COc1ccc(OC)c(N(CC(=O)NCCSCc2ccc(C)cc2)S(C)(=O)=O)c1	0.906	7.0	-2.4	28.1	2.3	-15.8	1.5	3.5	9.4
CCOc1ccc(C2=CSC3=NCCN23)cc1[N+](=O)[O-]	1.12	-3.5	-22.6	11.1	-1.1	-14.2	0.9	-3.1	-12.5
COc1ccc(NC(=O)c2ccc3ccccc3c2)cc1NS(=O)(=O)c1ccc(F)cc1	0.862	11.6	18.8	9.6	-2.1	-3.0	-3.4	0.0	13.8
Cc1c(C(=O)NC(C)c2ccccn2)oc2c(Cl)cccc12 (stereo not drawn)	0.973	5.6	21.3	30.6	-0.5	-13.1	-10.4	1.9	2.7
C=C(C)c1ccccc1NC(=O)CCN1C(=O)c2ccccc2S1(=O)=O	1.04	-8.9	18.4	24.6	1.8	5.1	-2.4	3.8	-4.4
CCOC(=O)CN1C(=O)N[C@@H](c2ccccc2)C(C(=O)OC)=C1C	1.06	-0.4	-11.1	14.5	-1.1	3.4	-4.5	-0.1	-6.2
CCOC(=O)c1ccc(NC(=S)Nc2cc(C)cc(C)n2)cc1	0.975	-10.4	-48.0	-0.4	4.2	-2.0	-6.2	-4.0	2.5
Cc1cc(C(=O)Nc2ccc(OCc3ccccc3)cc2)c(C)o1	1.24	24.3	21.3	14.9	-0.4	7.7	-2.3	-4.0	-24.4
O=C(COC(=O)CCC(=O)c1ccccc1)NNC(=O)c1ccc(Cl)cc1	0.891	-15.6	-21.2	10.0	-1.8	-10.3	-7.4	-1.1	10.9

Source: PubChem BioAssay (Sanford-Burnham Center for Chemical Genomics)

Rows are unselected. About 4.6% of those tested had a hit in this group.
